High-throughput results deposited in PubChem by several laboratories.
HTR2A ag: mouse Htr2a agonists via beta-arrestin recruitment, primary screen, cell-based, luminescence; CHO-K1 mHTR2A beta-arrestin complementation; percent of 30 µM serotonin response; activation, % at 7.6 µM; hit rate 0.66% among 360,000;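 active means activation above a run cutoff, the mean activation of all tested compounds plus 3 SD, cut at about 14% in these data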;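 further: 0% = plate median of compound wells and 100% = 30 µM serotonin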
Target sequence (P35363 whole entry, looked up): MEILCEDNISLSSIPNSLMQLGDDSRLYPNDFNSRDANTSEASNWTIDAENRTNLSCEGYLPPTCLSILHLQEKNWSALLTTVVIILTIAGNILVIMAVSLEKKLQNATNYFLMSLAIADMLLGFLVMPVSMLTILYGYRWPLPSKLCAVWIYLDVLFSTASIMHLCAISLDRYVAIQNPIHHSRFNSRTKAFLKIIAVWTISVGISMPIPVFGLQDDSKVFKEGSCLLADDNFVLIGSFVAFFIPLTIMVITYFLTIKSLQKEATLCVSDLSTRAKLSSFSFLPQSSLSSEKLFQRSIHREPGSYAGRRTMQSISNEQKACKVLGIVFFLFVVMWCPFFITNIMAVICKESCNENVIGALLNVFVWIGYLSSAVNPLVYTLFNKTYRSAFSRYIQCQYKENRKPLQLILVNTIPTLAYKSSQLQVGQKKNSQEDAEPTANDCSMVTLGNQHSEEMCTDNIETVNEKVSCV
CaV13 FRET inh: Primary screen for inhibitors of IQ motif and Ca2+-dependent inactivation inhibitor domain binding in CACNA1D, Förster resonance energy transfer in living cells, …; hit rate 0.098% among 340,000; inhibition, % at 12.3 µM; AID 743397; HEK cells, CFP/YFP FRET ICDI-IQ, plate reader, 10 min; percent FRET-ratio fall versus neutral wells;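 active means mean replicate inhibition of at least 30% and at least 1% of replicates passing that level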;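 further: 0% = median of the neutral control wells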
ABHD5 PLIN5 PPI: ABHD5-PLIN5 interaction inhibitors, primary screen, cell lysate, split luciferase complementation, luminescence; Perilipin-5 (Homo sapiens) + 1-acylglycerol-3-phosphate O-acyltransferase ABHD5 (Homo …; Split G. princeps luciferase complementation, 4 h; inhibition, % at 4 µM; hit rate 0.78% among 360,000; AID 602281, 2012;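 active means inhibition above the mean inhibition across every tested compound plus 3 SD, cut at about 22% in these data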;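 further: 0% = DMSO only wells and the 100% control is not disclosed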
MC4R ag barr: MC4R agonists recruiting beta-arrestin, primary screen, cell-based, luminescence, agonist arm of biased-ligand search. U2OS MC4R beta-arrestin complementation; percent of melanotan II response, DMSO zero. activation, % at 8.9 µM. hit rate 0.98% among 360,000;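 active means activation above a per-plate cutoff, the mean activation of sample wells on that plate plus 3 SD, cut at about 8% in these data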
MC4R antagonist: MC4R antagonists of cAMP signaling, primary screen, cell-based, TR-FRET, antagonist arm of biased-ligand search | AID 540295, 2011 | Melanocortin receptor 4 (Homo sapiens), P32245 | inhibition, % at 6.5 µM | MC4R-expressing cells, MTII-stimulated cAMP, LANCE TR-FRET | hit rate 0.48% among 360,000;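 active means inhibition above its plate's cutoff, the mean of tested wells on that plate plus 3 SD, cut at about 29% in these data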;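 further: 0% = Melanotan II alone and 100% = Melanotan II plus saturating MCL0020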
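System – human MC4R-expressing U2OS cells · Also added – Melanotan II · Dosing – one concentration, 6.5 µM nominal · Timing – 30-min compound, 1-h challenge, 1-h detection, room temperature · Measured by – Eu-cAMP/anti-cAMP TR-FRET, emission 671 nm · Replicates – singlicate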
Exocytosis inh: LAMP-1 surface exposure blockers, TALL-104 cells – cell-based, flow cytometry, MLPCN library, primary screen; inhibition, % at 10 µM; TALL-104 LAMP-1 surface exposure; cells stimulated with thapsigargin and PMA; hit rate 0.66% among 360,000;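 active means inhibition above about 55%, limit read from the data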
Glyco luc inh: increase of ERlucT glycosylation luciferase signal, primary screen, N-linked glycosylation inhibitor project, D54 ERlucT cells, luminescence, set 2; D54 ERlucT glycosylation luciferase reporter, 24 h; percent of 100 nM tunicamycin response; reporter increase, % at 12.5 µM; hit rate 0.23% among 360,000;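 active means mean luciferase reporter signal, scaled so untreated is 0 and the glycosylation-blocking control 100, at or above a set limit in every replicate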;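 further: luciferase carries N-glycosylation sites so blocking glycosylation raises the light; 0% = median of neutral control wells and 100% = median of 100 nM tunicamycin wells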
ABCB6 inh 2: ABCB6 transporter inhibitors, primary screen, K562-ABCB6 cells, flow cytometry, MLPCN library; AID 602162, 2011; hit rate 0.19% among 360,000; fluorescence ratio to DMSO, % at 10 µM; K562-ABCB6 porphyrin accumulation, 1 h; stronger effect = lower value;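 active means fluorescence ratio to DMSO below 75%, the collection mean minus 3 SD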;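 further: signal is porphyrin accumulated inside mitochondria; 100% equals median channel fluorescence of DMSO control wells; lower ratio means ABCB6 inhibition with less porphyrin fluorescence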
H9c2 protect: cardioprotection against H2O2-induced cell death, primary screen, uHTS, H9c2 cells, ATPLite luminescence | H9c2 cardiomyocytes, H2O2 injury protection, 2 h | protection from H2O2 cell death, % at 20 µM | AID 588492, 2011 | hit rate 0.63% among 360,000;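 active means compounds giving at least 50% protection of heart cells from peroxide-induced death in the single-dose screen, raw or plate-pattern-corrected value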;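 further: 0% = DMSO wells with peroxide and 100% = DMSO wells without peroxide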
PDI inh: inhibitors of human PDI, primary screen, biochemical, turbidity, single point, plate reader; PDI insulin aggregation turbidity, A650, 90 min; inhibition, % at 10 µM; hit rate 0.052% among 350,000; AID 588391, 2011;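 active means mean inhibition across replicates of 30% or more, whatever share of single replicates reach that level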;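 further: absorbance from insulin aggregation driven by PDI reduction with DTT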
Target sequence (P07237 whole entry, looked up): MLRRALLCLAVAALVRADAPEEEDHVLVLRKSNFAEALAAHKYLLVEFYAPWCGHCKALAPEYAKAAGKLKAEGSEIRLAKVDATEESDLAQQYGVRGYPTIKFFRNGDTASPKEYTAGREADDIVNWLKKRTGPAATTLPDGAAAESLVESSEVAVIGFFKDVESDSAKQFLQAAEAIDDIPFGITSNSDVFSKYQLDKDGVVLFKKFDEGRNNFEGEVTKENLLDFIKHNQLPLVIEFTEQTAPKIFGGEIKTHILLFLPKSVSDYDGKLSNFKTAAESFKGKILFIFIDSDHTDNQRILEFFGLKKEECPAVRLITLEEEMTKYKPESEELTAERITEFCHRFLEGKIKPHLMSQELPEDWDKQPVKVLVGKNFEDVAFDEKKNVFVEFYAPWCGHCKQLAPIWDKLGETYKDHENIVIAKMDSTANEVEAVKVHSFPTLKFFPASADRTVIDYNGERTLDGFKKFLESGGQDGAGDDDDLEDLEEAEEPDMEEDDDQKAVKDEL
* = called active by the depositor; · = no result given.

1: COc1ccc(OCC(=O)Nc2ccc(S(=O)(=O)N3CCCC3)cc2)cc1
2: COc1ccccc1OCc1nc2ccccc2n1C
3: Cn1c2c(c(=O)n(C)c1=O)C(c1ccc(C(F)(F)F)cc1)CC(=O)N2 (centres undefined)
4: CCNC(=O)NC(=O)C(C)OC(=O)c1cc(S(=O)(=O)N2CCCCCC2)ccc1OC (centres undefined)
5: Cc1nn(CC#N)c(=O)n1-c1ccc(C(C)C)cc1
6: COc1ccc(OCc2cc(C(=O)N(C)Cc3cc(C)no3)no2)c(Cl)c1
7: Fc1cccc(NC(=S)NCc2ccccc2Cl)c1
8: Cc1ccc(N2C(=O)CC(Cc3cccc(C)c3)C2=O)cc1 (centres undefined)
Compound	1	2	3	4	5	6	7	8
HTR2A ag	5	-2	7	-2	8	7	-1	-3
CaV13 FRET inh	-4	-16	-5	-4	0	-5	-3	-8
ABHD5 PLIN5 PPI	-34	10	6	-5	2	2	-1	-3
MC4R ag barr	0.8	-1.3	-0.5	-2.7	-2.1	-0.5	0.4	-0.5
MC4R antagonist	2	10	-11	0	8	-1	8	7
Exocytosis inh	22	3	-4	1	-1	-2	-5	2
Glyco luc inh	-4	1	3	-3	-2	-1	-2	-1
ABCB6 inh 2	98	97	100	87	92	99	91	93
H9c2 protect	1	-1	6	24	3	1	-4	-8
PDI inh	5	3	3	-3	-1	-3	0	0

9: CCN(CC(=O)Nc1ccc2c(c1)OCCO2)S(=O)(=O)c1ccc(F)cc1
10: Cc1cc(NC(=O)c2cnn3c(C(F)F)cc(C4CC4)nc23)no1
11: O=C(NCC1CCN(Cc2ccccc2F)CC1)Nc1ccccc1F
12: CCCCn1nnnc1SCC(=O)NNC(=O)C1CCCCC1
13: CCC(=O)Nc1ccc(-c2ccc(N3CCN(C)CC3)nn2)cc1
14: O=C(NC(c1ccc(Cl)cc1)c1ccsc1)C1CCN(Cc2cccc(Cl)c2)CC1 (centres undefined)
15: COc1cccc(C(=O)OCC(=O)Nc2cc(C)c(C)cc2[N+](=O)[O-])c1
16: CCN(CC(=O)Nc1cc(C)nn1-c1nc(C)cc(C)n1)Cc1ccccc1
Compound	9	10	11	12	13	14	15	16
HTR2A ag	-9	2	1	-2	0	-7	9	-1
CaV13 FRET inh	-3	0	-4	·	·	-6	-5	-8
ABHD5 PLIN5 PPI	-10	2	-5	-9	-5	0	5	-2
MC4R ag barr	0.2	-1.6	-0.8	-1.1	-2.5	0.7	0.8	-2.0
MC4R antagonist	2	3	6	21	-7	9	2	2
Exocytosis inh	5	0	8	-2	-2	2	-10	1
Glyco luc inh	2	1	0	1	1	-5	2	2
ABCB6 inh 2	166	93	96	93	101	99	105	97
H9c2 protect	0	15	6	-3	3	11	13	15
PDI inh	3	8	-1	9	4	2	2	-1

17: COc1ccc(C)cc1NC(=O)CSc1nnc(CC(=O)Nc2cccc(C(F)(F)F)c2)n1C
18: CC[N+](CC)(CC#Cc1ccccc1)CC#Cc1ccccc1
19: Cc1ccc(-c2nc(NCc3cccnc3)c3ccccc3n2)cc1
20: COc1cc(C)ccc1NC(=O)c1ccc(S(=O)(=O)N2CCOCC2)cc1
21: N#Cc1nc(COc2ccc(Br)cc2)oc1NCCN1CCOCC1
22: COC(=O)CSc1nnc(CSc2nc(C)cc(C)n2)n1Cc1ccco1
23: O=C(NC(=S)Nc1ccc2c(c1)OCCO2)c1ccc(F)cc1Cl
24: COc1ccccc1N1CCN(C(=O)NC23CC4CC(CC(C4)C2)C3)CC1
Compound	17	18	19	20	21	22	23	24
HTR2A ag	4	0	-2	1	3	-1	-1	-5
CaV13 FRET inh	-6	-1	-7	-6	-8	-5	-17	7
ABHD5 PLIN5 PPI	4	1	14	4	-11	0	-5	-3
MC4R ag barr	-0.4	-1.0	1.3	-1.2	0.9	-1.1	-3.3	-1.0
MC4R antagonist	5	17	-3	-1	23	3	1	8
Exocytosis inh	-2	1	6	5	-3	1	0	14
Glyco luc inh	0	3	-3	1	-2	4	-3	-2
ABCB6 inh 2	106	98	91	77	97	88	90	96
H9c2 protect	-4	-6	-3	2	-3	1	-4	7
PDI inh	-5	-4	1	-2	3	-9	-4	11

Complete entries, quoted from the list.
CCCCn1nnnc1SCC(=O)NNC(=O)C1CCCCC1 is entered as HTR2A ag: -2; CaV13 FRET inh: ·; ABHD5 PLIN5 PPI: -9; MC4R ag barr: -1.1; MC4R antagonist: 21; Exocytosis inh: -2; Glyco luc inh: 1; ABCB6 inh 2: 93; H9c2 protect: -3; PDI inh: 9
COc1ccc(C)cc1NC(=O)CSc1nnc(CC(=O)Nc2cccc(C(F)(F)F)c2)n1C is entered as HTR2A ag: 4; CaV13 FRET inh: -6; ABHD5 PLIN5 PPI: 4; MC4R ag barr: -0.4; MC4R antagonist: 5; Exocytosis inh: -2; Glyco luc inh: 0; ABCB6 inh 2: 106; H9c2 protect: -4; PDI inh: -5
O=C(NCC1CCN(Cc2ccccc2F)CC1)Nc1ccccc1F is entered as HTR2A ag: 1; CaV13 FRET inh: -4; ABHD5 PLIN5 PPI: -5; MC4R ag barr: -0.8; MC4R antagonist: 6; Exocytosis inh: 8; Glyco luc inh: 0; ABCB6 inh 2: 96; H9c2 protect: 6; PDI inh: -1

(continued)
25: c1ccc(Cc2nn3c(Cn4cnc5ccccc54)nnc3s2)cc1
26: C[C@H](CO)N1C[C@H](C)[C@H](CN(C)C(=O)c2ccccc2)OCc2cnnn2CCCC1=O
27: CCN(CC(=O)NCc1ccc(F)cc1)C(=O)Cc1c(F)cccc1Cl
28: CC(C)C[C@H]1CN=C(N(C)C)N1CC(C)C
29: O=C(CSc1ccccc1)Nc1cccc(NC(=O)c2ccco2)c1
30: Cc1ccc(C(=O)Oc2coc(CSc3nnc(NC(=O)c4cccs4)s3)cc2=O)cc1C
31: CCOC(=O)c1c(NC(=O)c2ccccc2)sc2c1CCc1ccccc1-2
32: Cc1ccnc(SC2CC(=O)N(c3ccc(Br)cc3)C2=O)n1 (centres undefined)
Compound	25	26	27	28	29	30	31	32
HTR2A ag	2	-1	7	24*	1	9	-1	5
CaV13 FRET inh	·	-7	-3	-5	-9	-4	-16	-5
ABHD5 PLIN5 PPI	3	3	-2	8	-4	-10	-3	-1
MC4R ag barr	-1.8	0.6	2.0	-1.0	-2.5	4.1	-2.3	-0.8
MC4R antagonist	-1	12	3	6	4	22	9	-5
Exocytosis inh	-2	14	-7	1	-3	-6	1	4
Glyco luc inh	-2	3	1	4	-1	-1	1	2
ABCB6 inh 2	96	100	100	106	99	92	96	97
H9c2 protect	-5	7	-6	3	-1	2	0	5
PDI inh	0	6	-6	2	16	-7	11	11

33: COc1ccc(CCNC(=O)c2cc(S(=O)(=O)N3CCOCC3)cn2C)cc1OC
34: Cc1nn(C)c(C)c1NC(=O)CN1CCC(O)(c2ccc3c(c2)OCO3)CC1
35: COc1ccc(-c2cc(-c3ccccc3)c(C#N)c(S(C)(=O)=O)n2)cc1
36: Cc1oc2c(C)c3oc(=O)c(CC(=O)N[C@@H](CCCNC(N)=O)C(=O)O)c(C)c3cc2c1C
37: Cc1nn(CC(=O)N(C)c2c(N)n(Cc3ccccc3)c(=O)[nH]c2=O)c(C)c1[N+](=O)[O-]
38: C=CCOC(=O)c1sc(NC(=O)c2ccco2)nc1C
39: COc1ccc(N2C(=O)CC(Sc3nnc(-c4ccccc4)o3)C2=O)cc1 (centres undefined)
40: COc1ccc(-c2cc(C)no2)cc1S(=O)(=O)N1CCOc2ccc(Cl)cc21
Compound	33	34	35	36	37	38	39	40
HTR2A ag	-2	1	-3	8	-2	-2	0	-9
CaV13 FRET inh	17	·	-5	-3	-4	-6	-6	-3
ABHD5 PLIN5 PPI	11	0	3	4	-8	-9	43*	-1
MC4R ag barr	-0.3	-1.4	-0.5	0.2	-1.7	-0.7	0.9	0.6
MC4R antagonist	4	7	30*	19	0	1	23	-1
Exocytosis inh	-1	-1	2	-4	-4	0	57*	1
Glyco luc inh	2	0	6	2	0	3	2	-8
ABCB6 inh 2	96	100	87	101	106	95	92	102
H9c2 protect	-6	-3	-15	6	14	-13	-23	-1
PDI inh	·	-5	6	5	5	-4	2	-1

41: CCOC(=O)Oc1ccc2c(=O)c(Oc3cc(C)cc(C)c3)coc2c1
42: Cc1ccc(S(=O)(=O)N2CCOCC2)cc1C(=O)NCCCn1ccnc1
43: CN(C(=O)CSc1nc2ccccc2s1)c1c(N)n(Cc2ccccc2)c(=O)[nH]c1=O
44: COc1ccc(S(=O)(=O)NC(CC(=O)NCc2ccccc2OC)c2ccco2)cc1 (centres undefined)
45: Cc1cc(=O)oc2cc(OCC(=O)OCC(=O)Nc3ccc(C(C)C)cc3)ccc12
46: O=C(CSc1ccc2nnc(-c3ccccn3)n2n1)Nc1ccc(F)cc1F
47: CCOC(=O)c1cc(-c2ccccc2)n(CC(=O)NC(C)(C)C)c1C
48: CSCCC(NC(=O)COc1ccccc1)C(=O)N1CCN(c2ccccc2Cl)CC1 (centres undefined)
Compound	41	42	43	44	45	46	47	48
HTR2A ag	-3	5	4	-2	-6	4	-2	-4
CaV13 FRET inh	-11	-4	-4	·	-2	-5	0	·
ABHD5 PLIN5 PPI	0	-2	4	-1	-8	6	0	4
MC4R ag barr	-2.0	-0.5	-2.1	-1.1	-2.5	1.8	-0.5	-2.8
MC4R antagonist	-10	-2	2	5	2	-5	10	-9
Exocytosis inh	2	0	1	0	2	-4	1	-1
Glyco luc inh	0	0	-1	-2	0	4	0	-3
ABCB6 inh 2	97	100	99	100	100	94	121	96
H9c2 protect	6	8	10	1	33	1	-2	2
PDI inh	9	1	-7	1	7	-6	22	16

49: Cc1ccc(/C=N/NC(=O)Cc2ccc(Cl)cc2)c(O)c1
50: CN(C)S(=O)(=O)Nc1ccc(Cc2ccncc2)cc1
51: Cc1cc(-n2c(C)cc(C(=O)COc3ccccc3[N+](=O)[O-])c2C)no1
52: Cc1ccc(C(=O)NCc2ccccc2)c(F)c1F
Compound	49	50	51	52
HTR2A ag	-5	-3	-1	2
CaV13 FRET inh	-5	-11	-5	1
ABHD5 PLIN5 PPI	-6	-2	-2	-2
MC4R ag barr	6.9	0.0	1.1	-1.3
MC4R antagonist	1	11	4	-2
Exocytosis inh	3	1	-1	1
Glyco luc inh	-3	-2	-1	0
ABCB6 inh 2	303	96	96	91
H9c2 protect	44	-6	0	-1
PDI inh	-6	10	-5	0
